Screening data (PubChem)
Tau ThT inhib: inhibitors of human tau fibril formation, thioflavin T binding; P10636; recombinant tau K18 P301L (four-repeat tau fragment), heparin-induced fibrillization, ThT fluorescence; Potency, µM (highest dose often 57.4 µM), for inactives: at the highest dose activity, negative = inhibition, hits mostly inhibitors; actives 2.1% (n = 270,000); also: nearly all actives have a fitted effect of over 55% in size
Target sequence (P10636 561-689 P618L limits assumed): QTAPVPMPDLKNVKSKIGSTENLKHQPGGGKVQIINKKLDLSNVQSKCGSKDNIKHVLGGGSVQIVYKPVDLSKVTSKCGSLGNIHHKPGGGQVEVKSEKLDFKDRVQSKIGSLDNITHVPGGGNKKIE
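Heparin-induced (20 uM) aggregation of recombinant human K18 P301L tau, 15 uM unlabeled with 0.24 uM labeled, pH 7 acetate buffer, 6 hr at 37 C with compound. Fibrils quantified by 30 uM ThT fluorescence after 1 hr ambient incubation.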
L3MBTL1 inh: inhibitors of human L3MBTL1 | Q9Y468 | AlphaScreen L3MBTL1–H3K9me1 peptide binding | Potency, µM (titrated, usually from 57.1 µM), inactives show at the highest dose activity, negative = inhibition, most hits filed as inhibitors | actives 0.66% (n = 230,000) | AID 485360; also: nearly all actives have a fitted effect of over 60% in size
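First, the protein-peptide complex forms for 30 min at room temperature (L3MBTL1 50 nM, biotinylated H3K9me1 peptide 75 nM). Next, compounds are pin-transferred and incubated 30 min. Finally, AlphaScreen beads are added and read after 30 min.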
Tau fibril FP: tau fibrillization inhibition (FP) | Potency, µM (doses to about 57.7 µM), for inactives: at the highest dose activity, negative = inhibition, actives largely listed as inhibitors | P10636 | actives 0.39% (n = 280,000) | K18 P301L tau heparin fibrillization, Alexa594 FP, 6 h; also: nearly all actives have a fitted effect of over 55% in size
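K18 P301L tau (15 uM unlabeled/0.24 uM Alexa 594-labeled, final) + compound + heparin 20 uM final; 100 mM NaOAc pH 7; 6 hr 37 C; ThT 30 uM final added, 1 hr RT; FP ex 555/em 632 nm.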
RECQ1 helicase: RECQ1 (human) helicase inhibition; RECQ1 DNA unwinding, red fluorescence kinetic read; actives 0.54% (n = 240,000); P46063; AID 2549; Potency, µM (highest dose often 57.3 µM), for the others: top-dose activity, negative = inhibition, usual class: inhibitors;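 also: plate controls were vehicle for no effect and no enzyme for full effect; nearly all actives have a fitted effect of over 30% in size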
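RECQ1T1 50 nM; forked duplex (20 bp + 30-nt ss tails) 200 nM, ATP 2 mM final; pH 8.0, 2 mM MgCl2, 2.5 ug/ml poly(dI-dC); 15 min compound preincubation; discontinuous kinetic read over 2 h at RT.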
TR SRC2 fluor cs: alters Texas Red total fluorescence, flagging assay interference | TRb/SRC2 Texas Red total fluorescence interference | actives 0.29% (n = 280,000) | AID 1479 | Potency, µM (series often up to 106 µM), inactives show at the highest dose fluorescence change, negative = quenching; active = well fitted curve in either direction with a large enough effect; inconclusive = small, poorly fitted or top-dose-only effect
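Flags fluorescent or light-absorbing compounds by total fluorescence, S + 2P, at 555 nm excitation and 632 nm emission. Mixture: 20 nM Texas Red SRC2 peptide, 0.6 uM human TRb LBD, 1 uM T3, 5% DMSO; compound exposure 5 h at ambient temperature.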
JMJD2E inh: JMJD2E (human) inhibition; JMJD2E catalytic domain, FDH-coupled NADH fluorescence (FDH is formaldehyde dehydrogenase); Potency, µM (doses to about 57.1 µM), for inactives: at the top dose activity change, negative = inhibition, most hits filed as inhibitors; actives 1.6% (n = 230,000); AID 2147; active = well fitted inhibition curve with a large enough effect, not every such curve was filed as active; inconclusive = small, poorly fitted or top-dose-only effect, or another doubt; inactive = no such curve, though single readings can be large or run the other way;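 also: 0% = wells with enzyme and -100% = buffer wells without enzyme; nearly all actives have a fitted effect of over 50% in size; many of its hits are not listed in these tables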
TRb-SRC2 inh: disrupts binding of human TR beta to SRC2. P10828. TRbeta-SRC2 peptide binding, fluorescence polarization; receptor liganded with 1 µM T3. Potency, µM (series often up to 106 µM), without a hit: at the top dose activity change, negative = inhibition, hits mostly inhibitors. actives 0.065% (n = 280,000). AID 1469;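 also: plate controls were bound peptide for no effect and peptide without receptor for full effect; nearly all actives have a fitted effect of over 50% in size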
Target sequence (P10828 whole entry, looked up): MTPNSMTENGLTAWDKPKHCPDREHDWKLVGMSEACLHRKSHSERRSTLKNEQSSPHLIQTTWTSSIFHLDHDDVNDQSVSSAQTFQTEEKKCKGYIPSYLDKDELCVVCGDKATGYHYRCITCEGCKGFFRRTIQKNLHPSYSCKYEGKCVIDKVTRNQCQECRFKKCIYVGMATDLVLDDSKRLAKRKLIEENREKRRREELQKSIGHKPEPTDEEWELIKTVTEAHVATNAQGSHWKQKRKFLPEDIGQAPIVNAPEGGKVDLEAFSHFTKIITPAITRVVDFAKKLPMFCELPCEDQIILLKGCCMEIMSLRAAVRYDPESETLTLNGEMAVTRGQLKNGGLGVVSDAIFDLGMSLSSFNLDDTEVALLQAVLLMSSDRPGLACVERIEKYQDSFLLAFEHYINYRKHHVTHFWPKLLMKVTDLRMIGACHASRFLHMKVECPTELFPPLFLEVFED
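Fluorescence polarization of 20 nM Texas Red SRC2 peptide (20-aa NR interaction domain) bound to 0.6 uM human TRb ligand-binding domain, with 1 uM T3, after 5 hr at ambient temperature; inhibition seen as decreased polarization.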
GoLoco inh red: blocks human Gai1 binding to RGS12 GoLoco peptide, red readout | P63096 | Gai1:RGS12 GoLoco peptide FP, rhodamine, 10 min | Potency, µM (series often up to 61.6 µM), for the others: at the highest dose activity, negative = inhibition, hits mostly inhibitors | actives 0.44% (n = 230,000) | AID 880; active = well fitted inhibition curve with a large enough effect, not every such curve was filed as active; inactive = no such curve, though single readings can be large or run the other way; also: nearly all actives have a fitted effect of over 30% in size; many of its hits are not listed in these tables
Target sequence (P63096 whole entry, looked up): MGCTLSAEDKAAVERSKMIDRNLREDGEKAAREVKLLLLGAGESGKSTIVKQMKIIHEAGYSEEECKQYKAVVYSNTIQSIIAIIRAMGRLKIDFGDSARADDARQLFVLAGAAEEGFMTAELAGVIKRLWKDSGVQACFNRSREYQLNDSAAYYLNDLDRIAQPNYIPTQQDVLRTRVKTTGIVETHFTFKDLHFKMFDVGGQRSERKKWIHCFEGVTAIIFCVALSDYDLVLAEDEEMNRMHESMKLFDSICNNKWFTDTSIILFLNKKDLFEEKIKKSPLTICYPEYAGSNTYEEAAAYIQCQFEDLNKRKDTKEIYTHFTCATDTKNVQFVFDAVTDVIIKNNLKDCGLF
Active calls of the source: *; i = inactive; ? = inconclusive; / = no result given; [ ] = dose if it differs, or a comment. Unless noted, calls follow the shape of the dose curve; as a rule, active = well fitted curve in the direction sought with a large enough effect; inconclusive = small, poorly fitted or top-dose-only effect, or another doubt; inactive = no such curve, though single readings can be large; an effect the other way counts as inactive or inconclusive. Unless noted, % is scaled to controls: 0 for no effect and ±100 for the full control effect; potency is read from the fitted curve at half-maximal effect. A portion of the library. The share of hits here may be higher or lower than overall.

Order of results – Tau ThT inhib, L3MBTL1 inh, Tau fibril FP, RECQ1 helicase, TR SRC2 fluor cs, JMJD2E inh, TRb-SRC2 inh, GoLoco inh red
> Cc1c(Cl)c([N+](=O)[O-])nn1CCCC(=O)Nc1cccnc1
    0%, -9%, 8%, -3%, -1%, 2%, -2%, -12%
> O=C(CSC1=Nc2ccccc2C2=NC(CCC(=O)NC3CCCCC3)C(=O)N12)Nc1cccc(C(F)(F)F)c1 (stereo unspecified)
    ?, /, 2%, /, -1%, /, -1%, /
> COc1ccccc1OCCSc1nc(N)cc(N)n1
    3%, -16%, 5%, -7%, -3%, 4%, -1%, -2%
> Cc1ccc(C)c(-n2c(SCC(=O)N3CCCC3)nnc2-c2ccccn2)c1
    -7%, -11%, -8%, -5%, -4%, -15%, -4%, -2%
> O=C(NCCN1CCN(C(=O)NC2CCCCC2)CC1)NC1CCCCC1
    -5%, 5%, -2%, i, 0%, 1%, -7%, -1%
> O=C(Oc1ccc2ccc(=O)oc2c1)C1CCCCC1
    -8%, 8%, -3%, -7%, 0%, ?, 1%, 0%
> O=C(NC1=NCCS1)C1CC(=O)N(c2ccccc2)C1 (stereo unspecified)
    -6%, /, -5%, i, -2%, 2%, -1%, 4%
> Cc1onc(-c2c(F)cccc2Cl)c1C(=O)c1ccc(F)cc1
    -2%, 9%, 0%, -15%, -4%, 5%, -5%, 7%
> Cn1cc(S(=O)(=O)N2CCC3(CC2)OCCO3)c(=O)n(C)c1=O
    2%, 15%, -12%, i, -4%, -9%, -5%, -3%
> COc1ccc2cc3cc(C(=O)N4CCN(c5ccccc5F)CC4)oc3nc2c1
    ?, /, ?, /, -1%, /, 0%, /
> FC(F)(F)c1cc(-c2ccco2)nc(-n2cnc3ccccc32)n1
    -8%, 3%, 0%, i, 0%, 24%, -3%, 8%
> Cc1ccc(Nc2c(-c3cccs3)nc3nc(C)cc(C)n23)cc1
    -20%, /, 4%, /, 0%, /, 0%, /
> Cc1cc(C)cc(NC(=O)C2CCN(c3nnc(-n4c(C)ccc4C)s3)CC2)c1
    -18%, /, -17%, /, -1%, /, -1%, /
> CN(C)CCN(Cc1ccccc1)S(=O)(=O)c1ccc(-c2cc(C(F)(F)F)on2)s1
    -2%, /, ?, /, -1%, /, -11%, /
> C=CCn1cc(-c2ccc(Cl)cc2)cc(C#N)c1=O
    -6%, /, 0%, -11%, 0%, ?, -12%, 5%

Pulled one by one from the list above (two):
Order of results – Tau ThT inhib, L3MBTL1 inh, Tau fibril FP, RECQ1 helicase, TR SRC2 fluor cs, JMJD2E inh, TRb-SRC2 inh, GoLoco inh red
> C=CCn1cc(-c2ccc(Cl)cc2)cc(C#N)c1=O
    -6%, /, 0%, -11%, 0%, ?, -12%, 5%
> Cc1onc(-c2c(F)cccc2Cl)c1C(=O)c1ccc(F)cc1
    -2%, 9%, 0%, -15%, -4%, 5%, -5%, 7%

(further entries)
Order of results – Tau ThT inhib, L3MBTL1 inh, Tau fibril FP, RECQ1 helicase, TR SRC2 fluor cs, JMJD2E inh, TRb-SRC2 inh, GoLoco inh red
> CCS(=O)(=O)N1CCN(C(=O)C(c2ccccc2)c2ccccc2)CC1
    -2%, /, 3%, -18%, -2%, -8%, 0%, 10%
> CC(C)CCn1c(=O)c2ccccc2n2c(CN3CCCC3)nnc12
    5%, -13%, 5%, 1%, -2%, -10%, 2%, 13%
> Cc1cc(=O)nc2c3ccccc3n(C(C)C(=O)Nc3cc(F)ccc3F)n12 (stereo unspecified)
    /, /, -5%, -11%, -3%, ?, -2%, 12%
> COc1cccc(N2CCN(S(=O)(=O)c3cccc4nsnc34)CC2)c1
    -14%, /, 16%, 0%, -6%, -16%, -11%, 7%
> COc1cccc(CNC(=O)C(=O)NCC(c2cccs2)S(=O)(=O)c2cccs2)c1 (stereo unspecified)
    -10%, /, -11%, /, 1%, /, 5%, /
> O/N=C/c1cc(Cl)ccc1OCc1cccc2ccccc12
    ?, 0%, ?, -15%, -3%, 0%, 4%, 15%
> COCCNC(=O)c1ccc(CS(=O)(=O)c2ccc(Cl)cc2)o1
    -3%, 4%, -3%, -3%, -1%, 4%, 2%, 3%
> Cc1ccc(NC(=O)CCS(=O)(=O)c2cc3c4c(c2)CCN4C(=O)CC3)c(C)c1
    13%, /, 0%, /, -1%, /, -3%, /
> Cc1ccc(C)c(CSCC(=O)NCc2cccs2)c1
    -14%, /, 2%, -3%, -1%, 4%, -1%, 0%
> O=C(CN1CCCCCC1)N1c2ccccc2C=Cc2ccccc21
    -1%, /, -8%, 13%, 6%, -2%, -3%, -2%
> O=c1[nH]c(CSc2ncc(C(F)(F)F)cc2Cl)nc2cc(C(F)(F)F)ccc12
    5%, -1%, 2%, -3%, 5%, -13%, -15%, 42%[activator]
> O=C(Nc1ccccc1)Nc1snnc1C(=O)Nc1cccc(O)c1
    -5%, 14%, ?, -8%, 0%, -14%, 3%, 2%
> Nc1nc(CSc2nnc(-c3cccc(F)c3)n2-c2ccccc2)nc(N2CCOCC2)n1
    10%, 6%, -3%, -6%, -3%, 0%, 4%, -7%
> Cc1ccc(NC(=O)CN(C)C(=O)c2cc3ccccc3o2)cc1
    6%, -9%, 11%, -10%, 0%, -5%, -2%, 12%
> CCOc1c(OC(C)=O)ccc(/C=C2\N=C(SCC)SC2=O)c1[N+](=O)[O-]
    14µM*, -8%, ?, i, 2%, -2%, -3%, 3%
> Cc1cc(C(=O)CN2C(=O)C(=O)N(Cc3ccccc3)C2=O)c(C)n1CC1COc2ccccc2O1 (stereo unspecified)
    -5%, 3%, -9%, i, 2%, -1%, -3%, 21%
> COc1cc(C(=O)Nc2ccc3c(c2)OCO3)ccc1OCc1c(C)noc1C
    ?, -7%, 10%, i, -1%, -5%, 3%, 11%
> C/C(=N\N=C1\NC(=O)C(CC(=O)NCc2ccccc2)S1)C(C)C (stereo unspecified)
    5%, 1%, 3%, -5%, -2%, 7%, -8%, 11%
> COC(=O)C1(C(C[N+](=O)[O-])c2ccco2)C(=O)NCC1c1ccccc1 (stereo unspecified)
    1%, -5%, 2%, -9%, 1%, 7%, -2%, 0%
> COc1cccc2c1Oc1ncccc1N(c1ccc(C(=O)NCc3cccc(C)c3)s1)C2
    -12%, /, 2%, /, -1%, /, -3%, /
> Cn1cc(C(=O)NCCc2ccc(Cl)cc2)c(=O)c2cc(S(=O)(=O)N3CCOCC3)ccc21
    -4%, /, -13%, /, 0%, /, -2%, /
> CCCCC#CC1C=CC(Oc2cc(OC)c(OC)c(OC)c2)C(COC(=O)OCC)O1 (stereo unspecified)
    -14%[11.5 µM], /, 9%[11.6 µM], i[11.5 µM], ?, /, 1%[11.2 µM], /
> O=C1c2ccccc2CC1Sc1nnc(-c2ccccn2)o1 (stereo unspecified)
    ?, -2%, -15%, i, 0%, -5%, -2%, -4%
> CC(=O)Nc1ccc(NC(=O)CN(c2cc(Cl)ccc2Cl)S(C)(=O)=O)cc1
    4%, 6%[11.4 µM], -2%, -2%, -3%, 13%, 5%, 0%
> CCOCCCn1c(SCC(=O)NCc2ccc3c(c2)OCO3)nc2ccccc2c1=O
    7%, -1%, 8%, -4%, -4%, -10%, -2%, 6%
> Cc1cc(C)nc(N2CCC(C(=O)NCCc3ccc(Cl)cc3)CC2)n1
    5%, -2%, 1%, 20%, 1%[53 µM], -7%, 1%[53 µM], 4%
> Cc1cccc2nc(COc3ccc(-c4ccccc4)cc3)cn12
    ?, -9%, -6%, -7%, 0%, ?, 3%, 2%
> COc1cccc(NC(=O)CSC2=Nc3ccccc3C3=NC(CC(=O)NCc4cccs4)C(=O)N23)c1 (stereo unspecified)
    -5%, /, -9%, /, 0%, /, 4%, /
> COCc1cc(C)nc(SCC(=O)Nc2cc3c(cc2C#N)OCO3)c1C#N
    -10%, 0%, ?, i, 0%, 10%, -7%, -3%
> Cc1ccc(C(=O)Nc2cccc(S(=O)(=O)N3CCOCC3)c2)cc1[N+](=O)[O-]
    -9%, -9%, ?, -4%, -1%, 1%, 4%, 4%
> CCCN(CCC)S(=O)(=O)c1ccc(NC(=O)COc2ccccc2)cc1
    -16%, /, -15%, -14%, -1%, -4%, 1%, 26%
> COc1ccc(OC)c(CNC(=O)c2nn(C)c3c2CS(=O)(=O)c2ccccc2-3)c1
    -6%, /, ?, /, -2%, /, -4%, /
> Cc1cc(S(=O)(=O)N2CCCC2)ccc1OCC(=O)NCc1ccco1
    6%, /, 6%, -1%, 0%, -1%, -7%, 1%
> O=C(NC1CCCCC1)N1CCN(c2ncccn2)CC1
    -6%, /, 2%, -13%, 0%, -4%, 3%, 11%
> CC(C)CCNC(=O)c1ccc(Cn2c(SCC(=O)NC(C)C)nc3ccccc3c2=O)cc1
    2%, /, -13%, /, 3%, /, -10%, /
> Cn1c(SCC(=O)Nc2ccc(NC(=O)c3cccs3)cc2)nnc1-c1ccncc1
    ?, 11%, 1%, -6%, -1%, ?, 4%, 3%
> Cc1nnc(NC(=O)c2c(-c3ccccc3)noc2C)s1
    -4%, 9%, -4%, -5%, 1%, 3%, -6%, 12%
> COc1ccc(CCC(=O)NCc2cn3ccc(C)cc3n2)cc1
    -7%, -6%, -8%, -11%, 3%, ?, -1%, 2%
> Cc1cccc(C(=O)NCC(=O)OCc2cc(=O)n3nc(CC(C)C)sc3n2)c1
    -2%, /, 3%, /, -3%, /, -5%, /
> O=S(=O)(NC1CCc2ccccc21)c1ccc(S(=O)(=O)N2CCCC2)cc1 (stereo unspecified)
    -17%, /, 1%, -8%, -2%, -7%, -8%, 4%
> CCOc1ccccc1CN1CCc2nc(Nc3ccc4c(c3)OCCO4)ncc2C1
    ?, /, 16%, /, 0%, /, -4%, /
> CNC(=O)Cn1c(=O)c2cccn2c2ccc(F)cc21
    6%, /, -12%, /, 3%, /, -4%, /
> Cc1nc(-c2ccc(C(=O)NCCO)cc2)cs1
    -6%, /, 7%, -2%, 1%, ?, -4%, 35%[activator]
